# Compound activity (PubChem)
# AMPAR-TARP mod – modulates AMPAR-stargazin complexes; AID 1259245; 40,000 compounds, 3.5% hits; calls only at 30 µM; O88602+P19491; HEK293 GluA2+stargazin, membrane potential dye (FDSS), glutamate EC50; hits were called plate by plate, in both directions;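 active = any of four per-well response measures lying three or more SD from its plate-wide compound average, in either direction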
# AMPAR-TARP mod agonism max-min – recorded beside AMPAR-TARP mod, whose call it bears; compound max-min signal; compound-alone response (agonism);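 unitless range of fluorescence divided by baseline over first 100 seconds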
# AMPAR-TARP mod glutamate slope – further read-out of AMPAR-TARP mod, marked with its call; glutamate slope, % of max; measured here: glutamate response slope, % max;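 scaled per plate between vehicle wells and maximal 1 mM glutamate control wells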
# * marks the source's active call; other numbers are inactive results; i = inactive.
SMILES,AMPAR-TARP mod,AMPAR-TARP mod agonism max-min,AMPAR-TARP mod glutamate slope
CC1CCN(S(=O)(=O)c2ccc3nn(Cc4c(F)cccc4Cl)c(=O)n3c2)CC1,i,0.11,51
Cc1c(Cl)cccc1S(=O)(=O)Nc1ccccc1N1CCNC(=O)C1,i,0.11,60
Cc1cccn2cc(-c3ccc(NC(=O)c4ncccn4)cc3)nc12,i,0.17,64
O=C(Nc1cccc(N2CCCCC2=O)c1)OCc1ccccc1,i,0.087,57
O=C(NCCc1ccc(F)cc1)C(=O)Nc1cccc(N2CCCC2=O)c1,i,0.044,32

# Three entries already listed, arranged by the number in AMPAR-TARP mod agonism max-min, falling:
compound,AMPAR-TARP mod,AMPAR-TARP mod agonism max-min,AMPAR-TARP mod glutamate slope
Cc1cccn2cc(-c3ccc(NC(=O)c4ncccn4)cc3)nc12,i,0.17,64
CC1CCN(S(=O)(=O)c2ccc3nn(Cc4c(F)cccc4Cl)c(=O)n3c2)CC1,i,0.11,51
O=C(NCCc1ccc(F)cc1)C(=O)Nc1cccc(N2CCCC2=O)c1,i,0.044,32

# An excerpt; count on the stated rates, not on these rows.
